# MC4R barr agon: MC4R agonists recruiting beta-arrestin, primary screen, cell-based, luminescence, agonist arm of biased-ligand search; Melanocortin receptor 4 (Homo sapiens), P32245; U2OS MC4R beta-arrestin complementation; percent of melanotan II response, DMSO zero; activation, % at 8.9 µM; 360,000 compounds, 0.98% hits; AID 540308, 2011;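 active means activation above a per-plate cutoff, the mean activation of sample wells on that plate plus 3 SD, cut at about 8% in these data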
# Target sequence (P32245 whole entry, looked up): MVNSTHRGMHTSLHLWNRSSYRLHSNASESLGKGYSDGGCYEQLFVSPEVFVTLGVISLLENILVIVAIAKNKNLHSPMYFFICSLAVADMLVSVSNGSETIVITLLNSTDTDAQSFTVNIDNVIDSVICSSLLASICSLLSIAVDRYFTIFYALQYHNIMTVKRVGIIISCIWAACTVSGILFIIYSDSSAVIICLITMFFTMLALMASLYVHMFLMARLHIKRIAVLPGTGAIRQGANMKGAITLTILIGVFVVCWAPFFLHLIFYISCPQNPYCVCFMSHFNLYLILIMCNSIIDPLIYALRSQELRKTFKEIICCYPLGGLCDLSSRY
# Glyco luc inh: increase of ERlucT glycosylation luciferase signal, primary screen, N-linked glycosylation inhibitor project, D54 ERlucT cells, luminescence, set 2 | 360,000 compounds, 0.23% hits | D54 ERlucT glycosylation luciferase reporter, 24 h; percent of 100 nM tunicamycin response | reporter increase, % at 12.5 µM | AID 588692, 2011;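 active means mean luciferase reporter signal, scaled so untreated is 0 and the glycosylation-blocking control 100, at or above a set limit in every replicate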;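 further: luciferase carries N-glycosylation sites so blocking glycosylation raises the light; 0% = median of neutral control wells and 100% = median of 100 nM tunicamycin wells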
# PDI inh: inhibitors of human PDI, primary screen, biochemical, turbidity, single point, plate reader. Protein disulfide-isomerase (Homo sapiens), P07237. AID 588391, 2011. inhibition, % at 10 µM. 350,000 compounds, 0.052% hits. PDI insulin aggregation turbidity, A650, 90 min;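 active means mean inhibition across replicates of 30% or more, whatever share of single replicates reach that level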;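 further: absorbance from insulin aggregation driven by PDI reduction with DTT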
# CaV13 FRET inh: Primary screen for inhibitors of IQ motif and Ca2+-dependent inactivation inhibitor domain binding in CACNA1D, Förster resonance energy transfer in living cells, …; HEK cells, CFP/YFP FRET ICDI-IQ, plate reader, 10 min; percent FRET-ratio fall versus neutral wells; inhibition, % at 12.3 µM; 340,000 compounds, 0.098% hits; AID 743397;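 active means mean replicate inhibition of at least 30% and at least 1% of replicates passing that level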;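 further: 0% = median of the neutral control wells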
# HTR2A ag: mouse Htr2a agonists via beta-arrestin recruitment, primary screen, cell-based, luminescence; AID 624169, 2012; activation, % at 7.6 µM; 360,000 compounds, 0.66% hits; CHO-K1 mHTR2A beta-arrestin complementation; percent of 30 µM serotonin response; 5-hydroxytryptamine receptor 2A (Mus musculus), P35363;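 active means activation above a run cutoff, the mean activation of all tested compounds plus 3 SD, cut at about 14% in these data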;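 further: 0% = plate median of compound wells and 100% = 30 µM serotonin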
# Target sequence (P35363 whole entry, looked up): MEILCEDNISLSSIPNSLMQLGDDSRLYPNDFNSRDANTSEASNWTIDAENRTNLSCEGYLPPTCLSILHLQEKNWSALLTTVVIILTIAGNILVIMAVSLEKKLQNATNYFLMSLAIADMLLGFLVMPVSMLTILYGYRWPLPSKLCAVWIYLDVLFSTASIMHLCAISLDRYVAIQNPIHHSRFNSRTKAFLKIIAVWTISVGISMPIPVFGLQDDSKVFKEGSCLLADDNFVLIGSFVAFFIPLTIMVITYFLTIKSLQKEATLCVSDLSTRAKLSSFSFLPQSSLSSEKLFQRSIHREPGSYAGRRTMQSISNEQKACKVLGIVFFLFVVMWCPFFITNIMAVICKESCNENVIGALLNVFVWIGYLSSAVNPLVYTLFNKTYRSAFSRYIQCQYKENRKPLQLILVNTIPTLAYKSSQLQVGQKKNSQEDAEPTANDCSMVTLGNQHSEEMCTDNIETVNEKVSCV
# Vif imaging: HIV Vif self-association inhibitors, primary screen, imaging, HEK293T, single point; HEK293T cells, Vif self-association by quenched fluorescence, 24 h; inhibition, % at 7.49 µM; 340,000 compounds, 0.35% hits; AID 602346, 2012; in the data active means inhibition above about 50%, passing the limit was not always enough; further: some results filed as inactive read as strong as hits
# aDG glyco up: activators of alpha-DG glycosylation, primary screen, uHTS, Pro5-aDG cells, AlphaScreen | alpha-DG glycosylation AlphaScreen (IIH6); 0% Pro5, 100% B10-LARGE cell signal | activation, % at 10 µM | 360,000 compounds, 0.22% hits | AID 624168, 2012;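 active means activation of at least 8% versus controls, or a plate z-score of at least 8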;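 further: Pro5 are CHO cells carrying HIG-tagged alpha-DG that lacks glycosylation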
# ABCB6 inh MLPCN: ABCB6 transporter inhibitors, primary screen, K562-ABCB6 cells, flow cytometry, MLPCN library. fluorescence ratio to DMSO, % at 10 µM. AID 602162, 2011. 360,000 compounds, 0.19% hits. K562-ABCB6 porphyrin accumulation, 1 h; active compounds read low;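 active means fluorescence ratio to DMSO below 75%, the collection mean minus 3 SD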;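 further: signal is porphyrin accumulated inside mitochondria; 100% equals median channel fluorescence of DMSO control wells; lower ratio means ABCB6 inhibition with less porphyrin fluorescence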
# MC4R antagonist: MC4R antagonists of cAMP signaling, primary screen, cell-based, TR-FRET, antagonist arm of biased-ligand search; MC4R-expressing cells, MTII-stimulated cAMP, LANCE TR-FRET; inhibition, % at 6.5 µM; 360,000 compounds, 0.48% hits; AID 540295, 2011; Melanocortin receptor 4 (Homo sapiens), P32245;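 active means inhibition above its plate's cutoff, the mean of tested wells on that plate plus 3 SD, cut at about 29% in these data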;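 further: 0% = Melanotan II alone and 100% = Melanotan II plus saturating MCL0020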
#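 Material: human MC4R-expressing U2OS cells. Probe or stimulus: Melanotan II challenge. Dosing: 6.5 µM single dose. Times: 30-min compound, 1-h challenge, 1-h detection, room temperature. Technique: TR-FRET with Eu-cAMP and labeled anti-cAMP, 671 nm. Replication: singlicate.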
# H9c2 protect: cardioprotection against H2O2-induced cell death, primary screen, uHTS, H9c2 cells, ATPLite luminescence; protection from H2O2 cell death, % at 20 µM; 360,000 compounds, 0.63% hits; H9c2 cardiomyocytes, H2O2 injury protection, 2 h;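 active means compounds giving at least 50% protection of heart cells from peroxide-induced death in the single-dose screen, raw or plate-pattern-corrected value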;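 further: 0% = DMSO wells with peroxide and 100% = DMSO wells without peroxide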
# * = called active by the depositor; / = not tested or not shown.
# The opening two entries as a preview:
Molecule	MC4R barr agon	Glyco luc inh	PDI inh	CaV13 FRET inh	HTR2A ag	Vif imaging	aDG glyco up	ABCB6 inh MLPCN	MC4R antagonist	H9c2 protect
Cc1ccccc1C(=O)N1CCC(C(=O)Nc2ccc(S(=O)(=O)N3C(C)CCCC3C)cc2)CC1 (stereo unspecified)	0.6	-1	-3	-6	4	5	0.1	95	2	-7
CCn1c2ccccc2c2cc(N=C3SC(CC(=O)Nc4ccccc4OC)C(=O)N3CCOC)ccc21 (stereo unspecified)	-0.8	0	1	-6	5	-6	0.8	97	3	-3

# This part in full, previewed entries included:
Molecule	MC4R barr agon	Glyco luc inh	PDI inh	CaV13 FRET inh	HTR2A ag	Vif imaging	aDG glyco up	ABCB6 inh MLPCN	MC4R antagonist	H9c2 protect
Cc1ccccc1C(=O)N1CCC(C(=O)Nc2ccc(S(=O)(=O)N3C(C)CCCC3C)cc2)CC1 (stereo unspecified)	0.6	-1	-3	-6	4	5	0.1	95	2	-7
CCn1c2ccccc2c2cc(N=C3SC(CC(=O)Nc4ccccc4OC)C(=O)N3CCOC)ccc21 (stereo unspecified)	-0.8	0	1	-6	5	-6	0.8	97	3	-3
N#Cc1ccc(OCC(=O)NCCc2ccccn2)cc1	3.2	5	-5	-7	7	10	-0.4	92	-2	-1
CCCCc1nc(N2CCOCC2)c(C#N)c2c1CCCC2	3.4	-3	-8	/	-2	-3	0.0	93	0	-10
CCOc1ccccc1NC(=O)CSc1nnc(CNC(=O)c2ccccc2F)o1	-1.6	1	-6	-4	17*	-4	-0.1	94	3	8
O=C(O)c1cn(-c2ccccc2)nc1-c1ccncc1	0.1	2	-1	-1	0	17	-0.3	81	-4	-2
CCc1cccc(CC)c1NC(=S)/C(=C(\[O-])c1ccc(Cl)s1)[n+]1ccccc1	-3.1	-1	4	-5	-2	-4	0.0	103	10	-7
COc1ccc(-c2c[n+](CC(=O)N3c4ccccc4Sc4ccccc43)c3n2CCC3)cc1	0.9	-3	-7	-5	-1	4	-0.1	96	-1	-8
O=C(OCCN1C(=O)c2ccccc2C1=O)c1ccc(S(=O)(=O)N2CCCCCC2)cc1	0.7	-3	-3	-6	7	24	-0.3	91	6	0
CCCC(NS(=O)(=O)c1ccc(-c2ccc(=O)[nH]n2)s1)c1cccs1 (stereo unspecified)	1.1	-6	-7	-3	-3	-7	0.5	94	-3	-3
O=C(NC1CCCC1)C1CCC(=O)N1C1CCCCC1 (stereo unspecified)	0.6	1	0	-7	1	-1	-0.1	97	22	-10
COc1ccc2c(c1)C1NC(=S)N[C@@](C)(O2)C1C(=O)Nc1ccccc1 (stereo partly specified)	-1.9	2	0	-3	-2	3	0.0	97	8	15
O=C(Nc1ccccc1)N1CCOCC1	0.6	2	12	/	2	-3	0.0	104	0	-2
O=C(CSc1nnc(C2CC2)n1Cc1ccccc1)N1CCNC1=O	-0.4	-1	6	-5	0	-4	0.1	97	9	-9
CCOCC(=O)Nc1nc2c(s1)C(=O)CC(C)(C)C2	-0.2	6	6	-6	7	1	-0.1	99	6	8
CCC(C)Sc1ccc([C@H]2N[C@@](C)(C(=O)OC)[C@H]3C(=O)N(CC)C(=O)[C@@H]23)cc1 (stereo partly specified)	0.5	3	1	-10	-3	-2	-0.2	93	1	4
CCOc1ccc(Nc2nc3cc(S(=O)(=O)N(CC)CC)ccc3o2)cc1	1.3	-4	-4	/	-8	29	0.6	102	1	-3
O=c1[nH]c2ccc(NC(=S)Nc3ccccc3Cl)cc2[nH]1	-2.2	-1	8	-5	5	10	0.3	100	0	8
O=C(CSc1nnnn1C1CCCCC1)N1c2ccccc2Sc2ccccc21	-1.9	-7	1	-5	4	-4	0.7	98	1	-7
c1ccc(CNc2c3ccccc3nc3ccccc23)cc1	-0.4	24	-12	0	7	-18	0.0	94	-11	-17
CC1CC(C)CN(S(=O)(=O)c2ccc(C(=O)NCc3ccc4c(c3)OCO4)cc2)C1 (stereo unspecified)	3.1	-3	-6	-4	-12	-23	0.1	94	1	-4
CSCCC(NS(=O)(=O)c1ccc(C)cc1)C(=O)NC1CCCCC1 (stereo unspecified)	1.6	1	-1	5	6	0	0.0	92	6	3
Nc1nnc(Cc2ccc(Cl)cc2Cl)s1	-2.4	-2	-1	/	2	0	-0.2	96	-3	-5
CSc1cccc(NC(=O)C2CC(=O)N(Cc3ccccc3)C2)c1 (stereo unspecified)	-2.0	2	3	-10	-7	-8	0.0	100	3	4
COc1ccc(-c2csc(N)n2)cc1	-1.5	-1	2	-5	2	0	-0.3	100	10	-5
COc1ccc(CCNC(=O)C(=O)NCC2OCCN2S(=O)(=O)c2ccc3c(c2)OCCO3)cc1 (stereo unspecified)	-3.1	0	-8	-6	10	/	-0.4	95	-2	4
CCCC(=O)Nc1nc2ccc(NC(=O)c3cccnc3)cc2s1	-0.6	13	15	-9	-1	13	0.0	105	-9	26
Cc1ccc2cc3c(NC(=O)c4ccco4)nn(CC(C)C)c3nc2c1	13*	1	-3	/	0	1	1.4	126	7	-12
CC(=O)N1CCc2cc(N=NC3=C(O)CC(C)(C)CC3=O)ccc21	-2.2	-13	2	-25	-2	-3	0.0	101	-9	-1
COc1ccc(C2CC=C(C(C)=O)CN2S(=O)(=O)c2ccc(C)cc2)cc1 (stereo unspecified)	/	2	/	-3	-6	21	0.1	101	/	-3

# Further results
Molecule	MC4R barr agon	Glyco luc inh	PDI inh	CaV13 FRET inh	HTR2A ag	Vif imaging	aDG glyco up	ABCB6 inh MLPCN	MC4R antagonist	H9c2 protect
O=C(CC1CCCC1)NCCc1cn2ccccc2n1	-1.5	1	/	-3	-6	-9	0.6	98	6	2
COc1ccc(-c2coc3cc(OC4OC(CO)C(O)C(O)C4O)cc(O)c3c2=O)cc1 (stereo unspecified)	-0.8	-7	-11	-6	8	10	0.4	94	-1	-2
CCOc1ccc(-n2nc(C(=O)NCCOC)c3ccccc3c2=O)cc1	-1.9	-1	-3	-5	2	0	0.2	103	5	17
O=C(/C=C/Sc1ccc(C(F)(F)F)cn1)c1ccccc1	-2.3	37*	7	-5	2	0	-0.3	97	6	-9
NC(=O)C1CCCN(C(=O)c2[nH]c(C(F)(F)F)nc2-c2ccccc2)C1 (stereo unspecified)	/	5	/	-8	-1	/	0.1	90	/	-1
CC(CCc1ccccc1)NS(=O)(=O)c1ccccc1 (stereo unspecified)	1.7	1	12	1	0	4	0.1	97	7	-7
COc1cccc(NC(=O)N2CCC(C(N)=O)(N3CCCCC3)CC2)c1	-0.5	0	-3	-6	-1	7	-0.1	112	6	2
O=C1CCC(=O)N1CCSC(=S)N1CCOCC1	-0.5	-1	12	-10	2	27	-0.1	102	0	0
Cc1c(N=C2SCC(=O)N2/N=C/c2ccccc2Cl)c(=O)n(-c2ccccc2)n1C	0.4	-1	-9	-5	-3	4	-0.1	100	-2	4
COc1cccc(NC(=O)COc2ccc(N3CC(C(=O)NCC(C)C)CC3=O)cc2)c1 (stereo unspecified)	-0.7	1	-4	-4	0	-5	-0.1	100	3	-5
O=C(CSc1ccccc1)Nc1cccc(S(=O)(=O)N2CCOCC2)c1	-0.8	-5	-1	-6	-9	4	-0.2	98	0	3
CCCN1CCN(c2ccc(S(N)(=O)=O)cc2[N+](=O)[O-])CC1	0.1	2	-2	2	-1	1	0.2	98	9	0
Cc1cc(Cl)ccc1OC(C)C(=O)Nc1ccc(C(=O)Nc2ccccc2C(=O)O)cc1 (stereo unspecified)	1.1	0	-2	/	13	0	0.2	97	7	-3
CSc1nn2c(C(F)(F)F)cc(C(F)(F)F)nc2c1C(N)=O	-0.9	3	2	-4	-2	-8	-0.1	101	10	-5
CC(=O)N1CCN(CC(=O)c2ccc(Br)cc2)CC1	-1.0	3	-11	-18	-2	2	-0.1	104	6	12
CN(C)S(=O)(=O)N1CCN(S(=O)(=O)c2ccccc2)CC1	-2.1	1	3	-5	2	-1	0.1	98	8	-1
Cc1ccccc1-n1c(O)c(/C=C/C=Nc2ccccc2)c(=O)[nH]c1=O	-2.5	-8	-20	-5	2	-3	-0.1	149	-18	5
Cc1cc(SCC(=O)c2cc(C)n(C)c2C)nc2ccccc12	0.6	1	10	-2	1	-4	0.0	98	1	-2
Cc1c(Cc2ccccc2)sc(/N=C/c2c(O)ccc3ccccc23)c1C(N)=O	10*	2	6	/	2	-10	0.2	111	-2	-6
Cc1oc(-c2ccccc2F)nc1CS(=O)CC(=O)NCc1ccc(F)cc1 (stereo unspecified)	1.8	0	/	-3	-1	/	1.6	101	-1	23
Cc1ccc(OCC(=O)N2CCN(S(=O)(=O)c3ccc4c(c3)OCCO4)CC2)c(C)c1	-0.2	8	0	-5	-8	-4	-0.1	102	4	-3
COc1ccc(NC(=O)c2cc(C3CCCCN3C(=O)c3cccs3)on2)c(C)c1 (stereo unspecified)	-0.5	-3	0	-5	3	-2	0.4	102	5	7
CCCC(C)NC(=O)CSc1nc(-c2ccccc2)cn1N (stereo unspecified)	-2.0	2	-5	-7	-3	-4	-0.1	85	10	3
CC[C@H](C)[C@H]1CNC(=O)C(=O)N1CC1CCN(CCCc2ccc(OC)c(OC)c2)CC1	0.3	1	-9	-2	2	/	0.0	101	-4	4
CCOc1ccc(/C=N/Nc2ccc(Cl)nn2)c(O)c1	-2.1	-1	-7	-5	4	-6	0.1	96	-10	14
CC1(C)C2CC[C@]3(C)C(CC=C4[C@@H]5C[C@@](C)(CO)[C@@H](O)C[C@]56C[C@@H](OC6=O)[C@]43C)[C@@]2(C)CC[C@@H]1O (stereo partly specified)	-3.2	2	/	/	0	-5	-0.5	102	14	1
COc1ccccc1P(=O)(Cc1ccccc1[N+](=O)[O-])c1ccccc1 (stereo unspecified)	-2.4	3	-2	-4	-3	-7	0.3	97	-1	2
COC(=O)c1ccccc1N=Nc1c(C)n[nH]c1C	-1.7	-1	1	6	-1	-7	-0.1	102	17	-2
O=C(O)COc1ccc(/C=N/NC(=O)C2CCCN2S(=O)(=O)c2ccc(Cl)cc2)cc1 (stereo unspecified)	-1.1	1	-1	1	-2	/	-0.1	92	1	2
C=CCn1nc(-c2ccccc2)cc1C(=O)OCC	0.0	0	-12	-4	6	/	0.4	92	8	10
CCOc1ccccc1C(=O)Nc1cccc(-c2ccc(N3CCOCC3)nn2)c1	-2.6	-5	-5	-2	2	12	0.8	96	4	15

# Screens as filed in PubChem.
